Screening data (PubChem)
VIM-2 inh – blocks Pseudomonas aeruginosa VIM-2 metallo-beta-lactamase; purified VIM-2, nitrocefin hydrolysis, epi-absorbance fluorescence; inhibition, % at 5.6 µM; 290,000 compounds, 0.89% hits; AID 1527;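 active means inhibition above the mean of all tested compounds plus 3 SD, cutoff set per screening run, cut at about 7.5% in these data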;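 further: red hydrolysis product quenches plate fluorescence so inhibitors raise well fluorescence; 0% = enzyme with DMSO and 100% = DMSO without enzyme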
IMP-1 inh – inhibitors of Pseudomonas aeruginosa IMP-1 metallo-beta-lactamase; purified IMP-1, nitrocefin hydrolysis, epi-absorbance fluorescence; inhibition, % at 5.6 µM; 290,000 compounds, 0.45% hits;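 active means inhibition above the mean plus 3 SD of all compounds in the same screening run, cut at about 4.5% in these data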;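 further: 0% = IMP-1 with DMSO and 100% = DMSO wells lacking enzyme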
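Assay system: purified IMP-1; Quantity: IMP-1 0.2 nM before substrate addition; Medium: HEPES buffer pH 7.1 with ZnSO4 and Brij 35; Incubation: 15 min enzyme–compound preincubation, then 25 min nitrocefin reaction, 25 °C; Signal: fluorescence quenching readout, ex 480/em 530 nm; Controls: DMSO with and without IMP-1; Repeats: singlicate testing.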
HCV NS3 hel inh – HCV NS3 helicase inhibition; NS3 helicase DNA unwinding, Cy5 molecular beacon fluorescence; inhibition, % at 10.9 µM; 290,000 compounds, 0.56% hits;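 active means inhibition above the mean of all tested compounds plus 3 SD, set per campaign, cut at about 35% in these data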;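 further: 0% = DMSO wells and 100% = thioflavine S control wells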
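Test system: hepatitis C virus NS3 helicase domain fragment enzyme. Also added: annealed dual-labelled DNA beacon duplex, ATP-started. Timing: 60 min unwinding reaction at 25 °C after ATP addition. Technique: Cy5 fluorescence. Measure: % inhibition of unwinding.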
CRFBP-R2 block – antagonists of CRF-binding protein/CRF-R2 receptor complex; AID 588475; inhibition, % at 11.8 µM; 350,000 compounds, 0.59% hits; HEK293 CRF-R2/CRF-BP, CRF-induced calcium fluorescence;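 active means inhibition of the ligand-induced calcium signal above about 50% at the single tested concentration, limit read from the data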
UBC9 SUMO inh – blocks human SUMOylation mediated by UBC9. P63279. HTRF SUMOylation assay, SAE1/SAE2 + UBC9, in vitro. inhibition, % at 35 µM. 290,000 compounds, 0.36% hits. AID 2006; in the data active means inhibition above about 50%, passing the limit was not always enough; further: strong numbers were not always called active
Target sequence (P63279 whole entry, looked up): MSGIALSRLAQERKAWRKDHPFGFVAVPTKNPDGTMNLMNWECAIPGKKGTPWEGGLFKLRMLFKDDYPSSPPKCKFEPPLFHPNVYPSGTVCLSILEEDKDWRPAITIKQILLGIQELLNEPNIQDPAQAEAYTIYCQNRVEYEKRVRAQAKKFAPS
GalR3 antagonist – antagonists of human GalR3; HEK293 GalR3-CNG cAMP membrane potential fluorescence; galR3 body fused to GalR1 C-terminus; inhibition, % at 3 µM; 360,000 compounds, 0.44% hits; AID 651719;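 active means inhibition above the screen-wide average plus 3 SD, cut at about 13% in these data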;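 further: forskolin and galanin both at EC90 stimulate the cells; cAMP rise reported by CNG channel membrane potential dye signal; 0% = forskolin plus galanin with DMSO and 100% = forskolin alone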
Target sequence (O60755 1-299 limits assumed): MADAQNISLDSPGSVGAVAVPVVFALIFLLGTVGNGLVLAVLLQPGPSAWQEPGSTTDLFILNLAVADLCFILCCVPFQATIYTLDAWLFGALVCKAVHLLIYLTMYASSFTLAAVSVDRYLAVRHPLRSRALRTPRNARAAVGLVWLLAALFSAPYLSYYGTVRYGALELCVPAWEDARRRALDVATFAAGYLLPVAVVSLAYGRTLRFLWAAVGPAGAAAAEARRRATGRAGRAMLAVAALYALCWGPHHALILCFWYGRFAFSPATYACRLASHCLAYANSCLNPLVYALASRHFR
IDE inh – cellular human IDE inhibition. inhibition, % at 5.59 µM. P14735. HEK cells, FAbetaB cleavage, fluorescence polarization. 320,000 compounds, 0.41% hits;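 active means percent inhibition above the average of all tested compounds plus 3 SD, set per screening campaign, cut at about 16% in these data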;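 further: IDE supplied by intact live HEK cells; FP after avidin binding of uncleaved biotin substrate so inhibition keeps polarization high; 0% = DMSO wells and 100% = 60 µM reference IDE inhibitor Ii1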
pCIP destab – p/CIP protein destabilization; F442A p/CIP-EGFP cells, EGFP fluorescence, 16 h; decrease of EGFP signal, % at 10 µM; 290,000 compounds, 0.01% hits;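 active means EGFP signal decrease of at least 30% at 10 µM or well 3 SD below plate mean, unless failing retest; inactive means the rest, including hits failing retest or dose response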; further: some compounds called inactive have numbers as strong as hits; many of its hits are not listed in these tables
IDE cell activ – IDE (human) activation, cell-based; P14735; HEK cells, FAbeta-B cleavage, fluorescence polarization; 0% vehicle, 100% cell-free pure enzyme wells; activation, % at 5.96 µM; 340,000 compounds, 0.073% hits; AID 493087;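 active means activation above the mean of all tested compounds plus 3 SD, set per screening campaign, cut at about 17% in these data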
* marks the source's active call; other numbers are inactive results; x = no result given; & = joins results of further samples.

nr	mol	pCIP destab	HCV NS3 hel inh	IDE inh	UBC9 SUMO inh	IDE cell activ	CRFBP-R2 block	VIM-2 inh	IMP-1 inh	GalR3 antagonist
1	CSc1cccc(NC(=O)c2ccc(CN3CCc4ccccc4C3)cc2)c1	-8	-51	6	1	-1	18	-0.7	-3.4	47*
2	C/C(=N\NC(=O)c1c[nH]c2ccccc12)c1ccco1	8	-2	2	17	3	4	-3.7	-4.6	-8
3	COc1ccc(-c2csc3ncnc(N4CCN(C(=O)c5ccco5)CC4)c23)cc1	x	x	-4	x	2	19	x	x	-1
4	C=CCN(CC=C)S(=O)(=O)c1ncn[nH]1	-1	2	2	7	2	-8	-3.4	-4.0	-3
5	COc1cccc(/C=N/NC(=O)c2c(C)nc3ccc(Cl)cn23)c1OC	-4	-12	0	17	4	-2	-2.6	-1.6	-10
6	CC1=NN(C(=O)c2ccc(C)cc2)C(O)(C(F)(F)OC(F)(F)F)C1 (centres undefined)	-3	-7	5	14	3	-3	-5.1	-2.6	-2
7	O=C(c1ccco1)n1nc(-c2cccnc2)nc1NCc1ccco1	-3	-10	11	8	3	8	-1.4	-1.3	-1
8	N#Cc1c(NC(=O)CSc2nc(N)cc(=O)[nH]2)sc2c1CCCC2	-20	15	5	24	-4	-9	-1.7	1.3	-8
9	COc1cccc(/C=N/n2c(COc3ccccc3)n[nH]c2=S)c1O	10	15	5	-8	-2	21	-1.7	-0.5	-2
10	NC(=O)CSc1nnc(-c2cccs2)n1-c1ccccc1	-6	3	-2	8	3	-21	-2.8	-2.1	-5
11	Cn1c(N)c(C(=O)c2cc(-c3ccncc3)nc3ccccc23)c(=O)n(C)c1=O	-3	3	-4	9	-3	8	-0.6	-2.1	-4
12	CCOC(=O)C1=C2NC(=O)c3ccccc3N2C(=O)C1	-11	13	7	13	-3	23	-1.7	0.3	-4
13	O=C(NCCC1CCCCN1S(=O)(=O)c1cccs1)C(=O)Nc1cccc(F)c1 (centres undefined)	x	x	-3	x	-1	3	x	x	-4
14	COC(=O)C1CSC(C(=O)OC)N1C(=O)CN1CC(C)OC(C)C1 (centres undefined)	1	2	4	11	7	13	-1.1	-0.3	-5
15	O=C(NC(=S)NCCC1=CCCCC1)c1ccccc1Br	-5	10	-1	-6	1	-19	25*	-2.4	-4
16	COC(=O)c1cn(-c2cccc(C)n2)cn1	1	-7	-1	7	12	-3	-0.4	0.2	0
17	Cc1csc(Sc2ccc([N+](=O)[O-])cc2C(=O)OCC(=O)NC(=O)NC(C)(C)C)n1	-2	-1	0	-2	1	-19	-1.9	-0.3	-1
18	Cc1c(/C(O)=C2/C(=O)C(=O)N(CCN3CCOCC3)C2c2cccnc2)cnn1-c1ccccc1 (centres undefined)	1	-1	1	15	7	1	-2.6	1.2	-3
19	COCCCNS(=O)(=O)c1ccc2c(c1)CCN2C(C)=O	6	0	2	-12	2	1	-0.2	-0.9	-4
20	O=C(CSc1nc2c(c(=O)[nH]1)CCCC2)Nc1ccc(Cl)cc1F	4	7	3	16	1	35	-0.5	-0.7	-6
21	Brc1ccc(N=NNc2ccccc2)cc1	1	-6	2	-3	1	5	0.4	-0.4	-9
22	Cc1ccc(-c2nnc(Nc3ccc4c(c3)nc(C)n4C)c3ccccc23)cc1	-22	-91	3	1	0	1	-0.1	-1.4	-3
23	COC(=O)C(=O)/C=C(\O)c1c(C)cc(C)cc1C	6	5	4	-5	6	-10	-2.1	-4.2	-6
24	COc1ccc(CCNC(=O)C2CCCN2C(=O)NC2CCCCC2)cc1OC (centres undefined)	12	6	0	27	0	6	-4.4	-2.7	5
25	O=C(NNC(=S)Nc1ccccc1)c1ccccc1[N+](=O)[O-]	-14	4	-1	-35	4	13	-4.7	-3.0	-3
26	Cc1ccc(NC(=O)COC(=O)CN2C(=O)NC3(CCCC3)C2=O)cc1F	x	x	2	x	-3	-13	x	x	-6
27	O=C(Nc1ccccc1)N1CCC(=S)Nc2ccccc21	8	-7	0	0	4	33	-3.6	-3.0	-8
28	COCCn1c(SCc2ccc(OC)c(F)c2)nnc1-c1ccncc1	-12	-8	-1	3	1	6	-1.8	-2.8	-9
29	CC(=O)c1cc(-c2ccccc2)n(CC(=O)Nc2cc(C)cc(C)c2)c1C	4	8	1	10	6	26	-2.7	-5.7	-5
30	COC(=O)CSc1nnc(CNC(=O)c2cccs2)n1-c1cc(OC)ccc1OC	-6	0	-2	9	5	5	-2.2	-3.4	x

Going on with the list.
nr	mol	pCIP destab	HCV NS3 hel inh	IDE inh	UBC9 SUMO inh	IDE cell activ	CRFBP-R2 block	VIM-2 inh	IMP-1 inh	GalR3 antagonist
31	Cc1ccccc1OCC(=O)Nc1cccc2nsnc12	-8	-1	6	18	2	-14	0.1	-2.3	-6
32	Cc1ccc(C)c(NS(=O)(=O)c2ccc3[nH]c(=O)oc3c2)c1	-22	10	0	8	9	12	-0.4	-0.6	-3
33	Cc1cccc(C(=O)OC(C)C(=O)Nc2ccc(S(=O)(=O)Nc3ncccn3)cc2)c1C (centres undefined)	x	x	7	x	5	0	x	x	-5
34	O=C(O)Cc1ccc(C(=O)c2ccc(Cl)cc2Cl)s1	-16	4	6	10	0	-19	-0.8	-0.5	-3
35	Cc1nc(-c2ccc(Cl)cc2)sc1C1(C)CC(c2cccc(F)c2)=NO1 (centres undefined)	8	x	0	-2	-1	0	x	x	-2
36	COc1ccc(C2=Nn3c(nnc3-c3ccncc3)SC2)cc1	-15	1	-7	4	0	9	21*	-1.2	-3
37	CCOC(=O)c1c(C)n(C)c2ccc(OC)c(NC(=O)CN3CCN(Cc4ccccc4)CC3)c12	10	-5	6	-1	5	-1	-1.4	-2.0	1
38	CS(=O)(=O)c1ccc([C@@H](O)[C@@H](CF)NC(=O)C(Cl)Cl)cc1	x	x	1	x	4	-5	x	x	-2
39	O=C(O)CCc1nnc(SCC(=O)Nc2ccc(Br)cc2)[nH]c1=O	-3	7	2	0	x	-4	0.1	-2.6	-1
40	Cn1cc([N+](=O)[O-])c(C(=O)N/N=C/c2ccncc2)n1	6	0	0	2	1	16	0.6	-0.6	0
41	CCN(CC)S(=O)(=O)c1ccc(S(=O)(=O)Nc2c(C)nn(C)c2C)cc1	x	x	-1	x	3	3	x	x	-5
42	Cc1ccc(-c2nnc(N3CCC(C)CC3)c3ccccc23)cc1	-8	-3	1	19	2	13	1.1	-1.0	-7
43	Cc1ccc(S(=O)(=O)Nc2cccc(C(=O)NCCN3CCOCC3)c2)cc1F	x	x	0	x	4	5	x	x	-4
44	O=C(NC1CCCC1)c1cccc(S(=O)(=O)N2CCOCC2)c1	x	x	-3	x	5	4	x	x	-2
45	COc1ccc(C(=O)COC(=O)c2ccc(OC)c(OC)c2)cc1OC	-4	-4	1	8	5	5	2.1	-0.3	-7
46	O=C(O)CCN=C1CCCc2ccccc2N1	-16	-2	1	38	5	13	-4.7	-2.4	-3
47	CCOc1ccc2nc(N(CCN(CC)CC)C(=O)c3cccc([N+](=O)[O-])c3)sc2c1	-2	-4	-2	10	4	-4	-2.2	-3.7	-5
48	COc1ccc(C(CNC(=O)c2oc3ccc(F)cc3c2C)N2CCCCC2)cc1 (centres undefined)	2	-31	1	-3	6	-12	-0.2	-0.6	-1
49	CC12CCC(C(=O)NCc3ccccc3)(OC1=O)C2(C)C (centres undefined)	-4	8	-2	-3	8	0	-1.5	-2.6	0
50	Cc1ccc(-c2cnn3c(N4CCOCC4)cc(C)nc23)cc1	10	-18	x	13	1	4	-2.5	-3.1	-14
51	C#CCOCCOCCOCCNc1nc(N2CCOCC2)nc(N2CCN(C(=O)[C@H](CCCCN)n3cc([C@@H](N)CC(C)C)nn3)CC2)n1	-8	-13	-2	8	1	6	-0.6	-3.4	-4
52	CCC(Br)C(=O)Nc1ccc(OC)cc1 (centres undefined)	13	-1	0	12	-1	-5	-2.0	-1.9	3
53	Cc1ccc(CN(C)C(=O)c2cc(COc3cccc(C(F)(F)F)c3)on2)o1	-10	22	-4	-7	2	4	-4.2	-2.9	-3
54	Cc1nn(Cc2ccc(C(=O)Nc3ccccc3F)cc2)c(C)c1Cl	-4	-34	0	-25	-3	-5	0.5	-0.2	-7
55	Nc1nc(-c2ccccc2)nc2sc3c(c12)CCCC3	-1	-1	1	-15	-4	-64	-3.5	-3.0	-1
56	Cc1oc(-c2cc(F)ccc2F)nc1CN(C)Cc1ccc2nccnc2c1	-7	11	1	15	-3	-10	-3.0	-3.3	-6
57	CCC(c1nnc(SCC(=O)Nc2cccc(S(N)(=O)=O)c2)n1Cc1ccccc1)N(C)C (centres undefined)	5	3	-2	-3	-2	7	-1.0	-2.0	5
58	Cc1nnc(SCc2ccccc2Cl)n1CC1CCCO1 (centres undefined)	-1	4	4	-20	3	-5	0.6	0.2	-1
59	Cc1ccc(S(=O)(=O)NCC(=O)NC2CC2)cc1	1	2	3	0	1	4	-2.1	-1.0	1
60	O=C(c1cccc(F)c1)N1CCN(Cc2c[nH]c3ccccc23)CC1	8	0	-1	-24	7	-13	-1.4	-2.0	x

Carrying on.
nr	mol	pCIP destab	HCV NS3 hel inh	IDE inh	UBC9 SUMO inh	IDE cell activ	CRFBP-R2 block	VIM-2 inh	IMP-1 inh	GalR3 antagonist
61	CC(C)(Oc1ccc(CCNC(=O)c2ccc(-c3ccccc3)o2)cc1)C(=O)O	-1	13	-7	10	-2	8	-0.8	-0.7	-1
62	Cc1ccc2c(c1C)NC(=O)C2(O)CC(=O)c1ccc2c(c1)OCO2 (centres undefined)	-11	-3	4	13	7	-36	-1.4	-2.6	-2
63	O=C(/C=C/Nc1ccc(F)cc1)c1cccs1	x	6	5	x	3	-1	-4.9	-1.6	-5
64	CCCc1nn2c(N)c(/C=C3\C=Nc4ccccc43)c(=O)nc2s1	-2&-1	3&-3	-2&0	23&18	8&5	-23&-15	-1.6&-3.6	-3.9&-0.8	0&3
65	O=C(Nc1ccccc1C(=O)Nc1ccc2c(c1)OCO2)c1cccs1	-3	-5	-3	-10	-2	8	-1.2	-1.7	-8
66	Cn1c(-c2cc(Cl)ccc2O)nc2c1c(=O)[nH]c(=O)n2Cc1ccccc1	-2	-9	-7	42	x	-45	-0.6	-2.6	0
67	COc1ccc(C(=O)COC(=O)/C=C/c2ccco2)cc1F	x	x	-3	x	1	-5	x	x	-8
68	COc1cc(CN2CCN(c3cc(C)ccc3C)CC2)cc([N+](=O)[O-])c1O	x	7	-5	x	x	20	-3.0	-3.2	-5
69	CCOc1ccc2oc(C(=O)OCC(=O)N3CCCC(C)C3)c(C)c2c1 (centres undefined)	x	x	-4	x	-3	-6	x	x	-8
70	COC(=O)c1nc(NNC(=O)c2ccccc2)sc1-c1ccccc1	-38	-7	2	10	2	13	-4.2	-2.2	-9
71	CCn1c(SCC(=O)NCCc2ccccc2)nc2c([nH]c3ccccc32)c1=O	2	-8	-1	19	-3	1	-2.1	-3.0	-3
72	COc1ccc2c(C)cc3n[nH]c(=S)n3c2c1	-2	11	-1	11	-5	8	13*	-1.8	-5

No enrichment for hits. Share with any hit: about 3.2%.
